proCasp7 act: counter-screen for procaspase-3 activators: activators of human procaspase-7; P55210; recombinant procaspase-7, Ac-DEVD-pNA absorbance 405 nm; D23A/D198A/D206A triple mutant, cannot self-cleave; scale: DMSO 0, 5 µM enzyme 100; activation, % at 8.5 µM; 330,000 compounds, 0.093% hits;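 active = percent activation above the screen-wide mean plus 3 SD, cut at about 25% in these data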
Target sequence (P55210 whole entry D23A/D198A/D206A): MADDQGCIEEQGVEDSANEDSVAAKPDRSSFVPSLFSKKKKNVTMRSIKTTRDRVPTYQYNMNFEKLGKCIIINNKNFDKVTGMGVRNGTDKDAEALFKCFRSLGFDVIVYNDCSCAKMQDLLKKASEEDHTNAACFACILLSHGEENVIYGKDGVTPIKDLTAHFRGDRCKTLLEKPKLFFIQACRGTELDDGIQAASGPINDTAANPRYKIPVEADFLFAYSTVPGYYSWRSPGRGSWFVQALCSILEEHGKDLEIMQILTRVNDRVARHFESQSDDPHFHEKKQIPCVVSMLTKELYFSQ
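Assay system – Uncleavable procaspase-7 mutant enzyme · Quantity – 2 µM procaspase-7 mutant as dispensed · Times – 1 h preincubation, 2 h reaction · Dosing – single nominal 8.5 µM compound dose, 0.8% DMSO final · Buffer or medium – Zinc-free 50 mM HEPES buffer, pH 7.4, with NaCl and Triton X-100 · Detection – Epi-absorbance of released pNA at 405 nm, two timepoints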
CTSL1 counter: counter-screen for PFM18AAP inhibitors: inhibitors of F. hepatica cathepsin L1. 300,000 compounds, 0.49% hits. recombinant F. hepatica cathepsin L1, Z-Leu-Arg-MCA fluorescence. AID 1906. inhibition, % at 5.96 µM;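 active = inhibition above the mean of all tested compounds plus 3 SD, set per screening campaign, cut at about 17% in these data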;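 also: 0% = plate median of test compound wells and 100% = 1 µM Z-Phe-Ala-diazomethylketone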
core dimer inh: blocks dimerization of HCV core protein. TR-FRET GST/Flag-core106 dimerization, 1536-well. inhibition, % at 5 µM. 300,000 compounds, 0.33% hits;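 active = inhibition above the mean of all tested compounds plus 3 SD, set per screening campaign, cut at about 45% in these data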
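Material: Tagged HCV core106 pair (GST and Flag) | Amount: GST-core106 13.5 nM, Flag-core106 17 nM | Medium: KF-containing HEPES buffer, pH 7.45, DTT, CHAPS, BSA | Reagent: Eu donor and XL665 acceptor anti-tag antibodies | Schedule: 4 h at 22.5 °C | Technique: Time-resolved FRET, ex 340 nm, em 617 and 671 nm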
TPT1 inh: C. albicans TPT1 enzyme inhibition; AID 1962; inhibition, % at 5 µM; recombinant caTPT1, FP RNA substrate dephosphorylation; 300,000 compounds, 0.81% hits;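 active = inhibition above the mean of all tested compounds plus 3 SD, set per screening campaign, cut at about 24% in these data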;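 also: plate controls were DMSO alone for no effect and ferristatin control at 100 nM for full effect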
PP1 counter: blocks human PP1-alpha phosphatase, a PP5 counter-screen | P62136 | purified PP1alpha, OMFP fluorescence | inhibition, % at 6.7 µM | 320,000 compounds, 0.9% hits | AID 2235;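 active = inhibition above the mean inhibition of all tested compounds plus 3 SD, computed separately for each screening campaign, cut at about 15% in these data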
Target sequence (P62136 whole entry, looked up): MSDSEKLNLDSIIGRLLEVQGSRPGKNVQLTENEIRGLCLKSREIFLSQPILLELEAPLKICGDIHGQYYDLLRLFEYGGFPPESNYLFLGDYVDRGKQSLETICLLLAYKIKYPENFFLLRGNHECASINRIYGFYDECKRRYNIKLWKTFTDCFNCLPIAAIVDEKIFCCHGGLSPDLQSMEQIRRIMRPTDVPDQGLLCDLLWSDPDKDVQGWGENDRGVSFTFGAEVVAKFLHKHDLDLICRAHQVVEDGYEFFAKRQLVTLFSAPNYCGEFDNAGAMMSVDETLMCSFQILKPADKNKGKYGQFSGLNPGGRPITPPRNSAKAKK
PP5 primary: blocks human protein phosphatase 5 activity; P53041; purified PP5c, OMFP substrate fluorescence; inhibition, % at 6.7 µM; 320,000 compounds, 0.18% hits; AID 1987;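 active = inhibition above the campaign's mean inhibition across all tested compounds plus 3 SD, cut at about 9.5% in these data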;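 also: 0% = DMSO only and 100% = 100 µM cantharidin control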
JMJD2C inh: blocks human GASC-1 demethylase activity. AID 2099. GST-JMJD2C(1-420) H3K9me3 demethylation, DELFIA europium. inhibition, % at 2.35 µM. 330,000 compounds, 0.069% hits;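 active = more than half of a compound's replicate wells show inhibition beyond 50%, single wells judged on their own value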;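 also: signal counts dimethyl H3K9 product captured on neutravidin plate; 0% = median of DMSO wells and 100% = 0.3 times that DMSO median; strong numbers were not always called active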
Target sequence (Q9H3R0 1-420 limits assumed): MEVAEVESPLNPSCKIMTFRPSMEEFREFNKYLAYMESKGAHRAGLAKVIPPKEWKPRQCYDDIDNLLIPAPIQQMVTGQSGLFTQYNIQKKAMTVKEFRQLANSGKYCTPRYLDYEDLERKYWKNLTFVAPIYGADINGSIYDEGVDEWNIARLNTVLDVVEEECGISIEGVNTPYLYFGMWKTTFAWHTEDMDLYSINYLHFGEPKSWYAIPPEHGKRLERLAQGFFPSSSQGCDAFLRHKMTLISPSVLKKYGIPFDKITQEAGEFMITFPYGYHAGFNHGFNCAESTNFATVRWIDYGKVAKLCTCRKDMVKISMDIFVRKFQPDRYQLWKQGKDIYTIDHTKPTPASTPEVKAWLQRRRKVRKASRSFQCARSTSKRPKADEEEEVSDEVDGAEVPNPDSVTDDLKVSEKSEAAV
proCasp3 act: activates human procaspase-3 | recombinant procaspase-3 D3A, Ac-DEVD-pNA absorbance 405 nm | activation, % at 8.5 µM | 330,000 compounds, 0.11% hits | AID 463141;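 active = activation above the mean of all tested compounds plus 3 SD, cut at about 21% in these data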;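 also: 0% = DMSO alone and 100% = DMSO wells spiked with extra 5 µM PC-3 D3A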
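material = Procaspase-3 D3A mutant | probe or stimulus = Ac-DEVD-pNA | compound = single dose, 8.5 µM nominal compound, 0.8% DMSO | timing = 1 h preincubation, 2 h reaction | measured by = 405 nm absorbance of p-nitroaniline, reads at 0 and 120 min | benchmarks = DMSO-only low control, 5 µM PC-3 D3A high control | repeats = singlicate, each compound tested once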
Efflux pump mplx: blocks antifungal efflux pumps in multiplex yeast assay; inhibition, % at 10 µM; AID 485275; S. cerevisiae Candida pump triplex, Nile Red efflux; 330,000 compounds, 0.44% hits;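 active = plate passing quality check with inhibition over a set limit, or well fluorescence over plate mean plus 4 SD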;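 also: Nile Red retained in pooled yeast measured as flow cytometry median fluorescence; 0% = buffer negative control and 100% = Enniatin B positive control; higher means more Nile Red kept so more efflux inhibition; some compounds called inactive have numbers as strong as hits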
The depositor's hits bear a star; i = inactive; nt = not tested or not shown; & = joins results of further samples.

1	Cc1ccc2nc(NC(=O)CC3Oc4ccccc4NC3=O)sc2c1 (stereo not given)
2	CCS(=O)(=O)N1CCN(c2ccc([N+](=O)[O-])c(NC(C)c3ccccc3)c2)CC1 (stereo not given)
3	O=C(OCc1nnc(-c2ccccc2)o1)c1ccccc1
4	CCC(C)N(C(=O)Cn1nnc2ccccc21)C(C(=O)NCc1ccco1)c1cccc(OC)c1 (stereo not given)
5	COC(=O)c1cccc(NC(=S)N2CCN(c3ccccc3F)CC2)c1
6	Nc1nnc(SCC(=O)NCc2ccc3c(c2)OCO3)s1
7	COc1cc(/C=N/NC(=O)C(N)=O)cc(OC)c1O
8	Cc1ccc(N2C(=O)SC(N(CC(=O)O)c3cccc(C)c3)C2=O)cc1 (stereo not given)

assay / compound,1,2,3,4,5,6,7,8
proCasp7 act,1.2,-0.4,-4.4,2.1,0.5,2.8,-14.4,-10.7
CTSL1 counter,5.9,2.9,-5.3,0.7,1.2,-1.1,-1.0,-0.2
core dimer inh,4.9,21.9,-1.3,-6.0,1.2,1.6,-7.5,-3.6
TPT1 inh,-0.9,-1.6,-0.3,0.8,-2.1,-1.1,2.4,-2.6
PP1 counter,11.4,-2.7,-2.8,4.2,-0.4,1.6,-1.1,5.8
PP5 primary,-1.6,3.7,1.0,2.1,0.4,2.8,0.7,2.7
JMJD2C inh,7.9,-2.3,-1.8,-6.9&-2.1,-7.4,18.3,24.0,1.8
proCasp3 act,0.6,5.0,5.6,17.9,-6.0,5.8,6.4,0.6
Efflux pump mplx,0.1,-0.1,0.2,0.0,-0.1,-0.1,0.1,0.0

9	CCN(CC)C(=O)C1CCCN(c2ccc([N+](=O)[O-])cc2/C=N/NC(=O)c2ccccc2)C1 (stereo not given)
10	Cc1nn2c(COc3ccc(NC(=O)c4ccccc4)cc3)nnc2c2ccccc12
11	COc1cc(/C=N/NC(=O)CCC(=O)NC2CCCCC2)ccc1C
12	CCOC(=O)NC(Nc1nnc(SCC)s1)(C(F)(F)F)C(F)(F)F
13	Cc1ccc(C)c(C(=O)CN2C(=O)NC3(CCCCCCC3)C2=O)c1
14	CCOC(=O)C1CCN(CCC(=O)Nc2ccc(C)c(C)c2)CC1
15	Cc1ccccc1Cn1ccc(NC(=O)c2cnn3c(C(F)(F)F)cc(-c4ccco4)nc23)n1
16	COc1cccc(CNC(=O)Cc2ccc(NC3=NC4CS(=O)(=O)CC4S3)cc2)c1 (stereo not given)

assay / compound,9,10,11,12,13,14,15,16
proCasp7 act,-11.2,2.8,-1.0,9.2,0.0,3.4,-16.9,2.6
CTSL1 counter,3.5,-2.6,-5.4,-0.8,8.9,-5.1,0.5,-1.4
core dimer inh,3.1,10.1,3.7,-2.2,5.8,0.9,17.9,0.0
TPT1 inh,2.2,-2.9,0.4,-0.7,-7.8,-4.5,0.6,-1.2
PP1 counter,-0.2,5.0,0.5,-0.2,5.3,-3.0,6.8,-2.6
PP5 primary,-1.3,-1.6,0.1,0.5,-0.8,-1.1,2.4,-0.2
JMJD2C inh,3.8,-0.4,0.1,2.8,1.7,15.8,-3.3&1.6,22.7
proCasp3 act,4.8,1.7,13.2,2.1,-4.4,0.0,8.9,3.2
Efflux pump mplx,0.1,0.1,0.0,0.0,-0.2,0.2,0.1,0.0

17	O=C(O)CNC(=O)C(c1ccccc1)c1ccccc1
18	Cc1ccc2c(c1)N(C(=O)CCC(=O)NCc1cccc(F)c1)CCO2
19	COc1ccc2cc(CN(CC3CCCO3)S(=O)(=O)c3ccc(C(C)=O)cc3)c(=O)[nH]c2c1 (stereo not given)
20	COc1cc(C(=O)OCCCN=C2NS(=O)(=O)c3ccccc32)cc(OC)c1OC
21	O=C(CSc1nc2cc([N+](=O)[O-])ccc2n1-c1ccc(F)cc1)NC1CCS(=O)(=O)C1 (stereo not given)
22	CCc1nnc(NC(=O)/C=C/c2ccc(C)o2)s1
23	CCN(CC)C(=O)c1ccc(CS(=O)(=O)c2ccc(Br)cc2)cc1
24	COc1cc(CO)ccc1OCc1ccc(Cl)nc1

assay / compound,17,18,19,20,21,22,23,24
proCasp7 act,2.8,6.5,1.6,-0.5,-1.2,-0.8,6.5,4.2
CTSL1 counter,-1.3,2.7,-8.0,0.4,7.3,0.8,2.2,0.3
core dimer inh,-0.5,17.2,-1.1,-3.2,-1.9,1.2,8.3,-1.3
TPT1 inh,-0.9,-6.3,1.5,-3.3,-0.6,1.2,-47.5,-0.1
PP1 counter,-4.7,-2.5,-10.0,-3.2,0.1,-1.2,1.5,-0.3
PP5 primary,-3.4,1.7,2.2,1.6,0.5,0.3,3.3,-2.2
JMJD2C inh,23.9,-0.2,-2.1,-5.8,-8.0,4.4,13.2,6.0
proCasp3 act,-4.5,9.4,-4.8,3.4,-5.9,2.1,-6.6,6.0
Efflux pump mplx,-0.1,0.0,0.3*,-0.1,0.0,0.0,-0.2,0.0

Grouped by structure, the compounds so far containing a CF3 group
12	CCOC(=O)NC(Nc1nnc(SCC)s1)(C(F)(F)F)C(F)(F)F
15	Cc1ccccc1Cn1ccc(NC(=O)c2cnn3c(C(F)(F)F)cc(-c4ccco4)nc23)n1

assay / compound,12,15
proCasp7 act,9.2,-16.9
CTSL1 counter,-0.8,0.5
core dimer inh,-2.2,17.9
TPT1 inh,-0.7,0.6
PP1 counter,-0.2,6.8
PP5 primary,0.5,2.4
JMJD2C inh,2.8,-3.3&1.6
proCasp3 act,2.1,8.9
Efflux pump mplx,0.0,0.1

The list goes on.
25	Cc1ccc(Cl)cc1NC(=O)Cn1nc(-c2cccs2)ccc1=O
26	O=C(CN1C(=O)C2CC=CCC2C1=O)N1CCN(c2ccc([N+](=O)[O-])cc2)CC1 (stereo not given)
27	CCOC(=O)C1CCN(c2ncnc3c2c(-c2ccccc2)cn3-c2ccc(C)cc2)CC1
28	O=C(Nc1ccc(S(=O)(=O)N2CCOCC2)cc1)C1COc2ccccc2O1 (stereo not given)
29	Cn1c(=O)c2c(ncn2CC(=O)N2CCCc3ccccc32)n(C)c1=O
30	COc1ccc(-c2cc(CNC(=O)CN3CCN(C)CC3)on2)cc1
31	COc1ccccc1N/C(N)=N/c1nc(CSc2ccc(C)cc2)cc(=O)[nH]1
32	CCc1nn(CC(=O)NC(C)CCc2ccccc2)c(=O)c2cc3cc(F)ccc3n12 (stereo not given)

assay / compound,25,26,27,28,29,30,31,32
proCasp7 act,-15.1,0.1,4.1,10.4,7.4,15.2,1.5,1.6
CTSL1 counter,10.5,10.8,-3.4,1.8,-1.9,-3.3,4.1,0.7
core dimer inh,-18.9,6.4,2.8,1.2,5.1,-4.8,9.8,14.6
TPT1 inh,-0.6,1.5,4.6,1.9,-1.9,2.2,1.2,-5.0
PP1 counter,-4.8,-2.7,-5.3,-0.7,-1.3,0.8,2.9,-0.6
PP5 primary,-5.1,3.6,0.4,2.1,2.6,-2.8,2.4,0.6
JMJD2C inh,-10.2,-4.8,14.4,14.5,-2.7,11.2,3.1,4.2
proCasp3 act,-1.5,-5.1,-5.6,2.8,3.9,-3.2,-8.4,-5.4
Efflux pump mplx,-0.1,-0.1,0.0,-0.2,0.1,-0.3,0.2,-0.1

33	Cc1ccnc(NS(=O)(=O)c2ccc(NC(=O)c3c(-c4ccccc4Cl)noc3C)cc2)n1
34	COc1ccc(OC)c(-c2cc(C(=O)Nc3cc(C)on3)no2)c1
35	C/C=C/C1=CC(=O)C[C@H](c2ccc(OC)c(OC)c2)C1
36	C[C@]12c3[nH]c4ccccc4c3CCN1C(=O)C(CC(=O)NCCN1CCOCC1)C[C@@H]2C(=O)N1CCCCC1 (stereo not given in full)
37	CC(C)C12CN3CC(C(C)C)(CN(C1)C3c1ccccc1)C2O (stereo not given)
38	CC(=O)Nc1c(-c2ccc(F)cc2)nc2ccccn12
39	COC(=O)c1c(-c2ccccc2)c(-c2ccccc2)nn(C)c1=O
40	O=C(COC(=O)c1ccccc1NC(=O)C1CC1)c1ccc2c(c1)OCCO2

assay / compound,33,34,35,36,37,38,39,40
proCasp7 act,-7.2,-7.5,-3.8,14.8,5.5,5.7,0.1,-4.5
CTSL1 counter,-3.7,2.8,nt,nt,-5.2,-3.3,3.2,-0.2
core dimer inh,-0.1,4.2,nt,nt,-6.0,7.4,-0.9,3.1
TPT1 inh,2.5,0.1,nt,nt,-4.7,2.1,-0.5,-2.5
PP1 counter,-3.7,3.4,-10.1,nt,-0.6,-1.4,-4.4,2.4
PP5 primary,4.7,0.6,0.5,nt,1.7,-1.9,-0.7,5.3
JMJD2C inh,9.4,2.3,5.8,34.6,2.8,1.4,9.3,3.5
proCasp3 act,12.2,-7.5,-0.9,10.8,6.0,-3.1,-2.6,1.4
Efflux pump mplx,0.2,-0.1,-0.1,-0.3,0.0,-0.2,0.0,0.0

41	Cc1noc(C)c1S(=O)(=O)N1CCC(C(=O)NCCCN2CC(C)CC(C)C2)CC1 (stereo not given)
42	Cn1c(=O)cc(SCC(=O)N2CCCC2)c2ccccc21
43	O=C(CCS(=O)(=O)c1cccc2nsnc12)NC1CCCCCC1
44	O=C(Cc1csc(NC(=O)Nc2cccc(Cl)c2)n1)NC1CCCC1
45	COc1ccc(N(CC(=O)N2CCN(Cc3ccc4c(c3)OCO4)CC2)S(=O)(=O)c2ccc(F)cc2)cc1
46	CCCCCc1ccc(-c2cn(Cc3ccc(C(=O)c4ccccc4)cc3)nn2)cc1
47	CCOC(=O)c1c(-c2ccc(Cl)cc2)cn2ccccc12
48	Cc1ccc(C)c(OCCn2ccnc2)c1
49	CC1CCC(NC(=S)NCCN(C)C)CC1 (stereo not given)

assay / compound,41,42,43,44,45,46,47,48,49
proCasp7 act,-1.3,-0.4,-0.6,-1.1,-0.5,-13.0,-3.1,-1.2,-20.1
CTSL1 counter,1.4,1.0,-7.0,2.2,-2.0,0.8,-0.9,-1.1,4.8
core dimer inh,-1.3,-2.1,3.0,-0.3,2.7,1.5,-3.4,-16.9,-14.3
TPT1 inh,-1.9,-1.9,-6.6,-0.1,3.2,-4.9,-1.8,7.0,-6.5
PP1 counter,-3.1,-1.6,-1.9,36.2*,0.7,1.5,3.2,-3.4,6.5
PP5 primary,1.7,-1.8,1.7,3.9,-0.2,1.9,1.8,3.7,-5.6
JMJD2C inh,21.5,19.3,12.7,20.3,-9.7,3.4,-5.1,i,15.0
proCasp3 act,2.2,5.6,-5.0,-1.3,3.8,1.0,-1.1,4.0,-12.7
Efflux pump mplx,-0.1,0.0,0.2,-0.1,0.0,-0.2,0.1,0.1,0.1

Source: PubChem
